Source: PubChem BioAssay
M1 PAM = human M1 muscarinic receptor positive allosteric modulators, primary screen, CHO-K1 cells, Fluo-8 calcium fluorescence, 1536-well; Muscarinic acetylcholine receptor M1 (Homo sapiens), P11229; CHO-K1 hM1, ACh EC20; 0% = ACh EC20, 100% = maximal ACh; activation, % at 3 µM; 360,000 tested, 0.088% active; in the data active = activation above about 19%, passing the limit was not always enough
M1 ag = human M1 muscarinic receptor agonists, primary screen, Fluo-8 calcium fluorescence, CHO-K1 cells, HTS; CHO-K1 hM1, agonist mode; 0% DMSO, 100% acetylcholine EC100; activation, % at 3 µM; 360,000 tested, 0.33% active;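 active = activation above the run's mean compound activation plus 3 SD, cut at about 16% in these data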;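 note: peak over basal fluorescence ratio within a 140 s kinetic read after compound addition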
CHO parental Ca = ATP-evoked calcium signal inhibitors, parental CHO, primary screen, counter-screen for OX1R antagonist project, cell-based, fluorescence, Fluo-8 calcium dye. inhibition, % at 5.6 µM. parental CHO-K1, ATP-induced calcium, Fluo-8 fluorescence. 330,000 tested, 0.63% active. AID 463079, 2010;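 active = inhibition above that plate's mean sample inhibition plus 3 SD, cut at about 26% in these data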;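 note: 0% = ATP-challenged DMSO wells and 100% = DMSO wells without ATP; some compounds past the cut are filed as inactive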
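Assay system: parental CHO cells; Read-out basis: percent inhibition of ATP-evoked calcium rise, normalized to controls; Benchmarks: ATP and no-ATP DMSO wells; Compound dosing: single nominal dose of 5.6 µM per compound; Signal: Fluo-8 calcium dye fluorescence; Also added: ATP as calcium-mobilizing challenge; Repeats: singlicate.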
OXTR ag = human OXTR agonists, primary screen, fluorescence, CHO-OTR cells, Fluo-8 calcium; Fluo-8 calcium fluorescence; normalized: DMSO 0%, oxytocin 100%; activation, % at 3 µM; 320,000 tested, 0.32% active;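 active = activation above the mean of all tested compounds plus 3 SD, cutoff set per screening run, cut at about 20% in these data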;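 note: peak over basal fluorescence ratio from a 100 s FLIPR kinetic read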
OXTR potentiate = human OXTR potentiators, primary screen, fluorescence, CHO-OTR cells, Fluo-8 calcium; Fluo-8 calcium fluorescence, potentiator mode; 0% = oxytocin EC15, 100% = EC100; activation, % at 3 µM; Oxytocin receptor (Homo sapiens), P30559; 320,000 tested, 0.061% active; AID 2445, 2010;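 active = activation above that plate's cutoff, the mean activation of tested compounds plus 3 SD, cut at about 6.6% in these data, passing the limit was not always enough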;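 note: 100% uses oxytocin at 75 nM as the full agonist control; some results filed as inactive read as strong as hits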
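Measured by – Fluo-8 calcium dye fluorescence · Test system – human OTR in CHO cells · Dosing – one concentration, 3.0 µM compound · Controls – EC15 oxytocin alone as 0%, 75 nM oxytocin as 100% · Evaluation – normalized max/min fluorescence ratio, % activation · Timing – 6 min pre-incubation, 100 s read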
TAAR1 antag = human TAAR1 antagonists, primary screen, Fluo-8 calcium fluorescence, CHO RD-HGA16 cells | Trace amine-associated receptor 1 (Homo sapiens), Q96RJ0 | antagonist | inhibition, % at 3 µM | 360,000 tested, 1.5% active;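 active = inhibition above a per-plate cutoff, the mean inhibition of test compounds on that plate plus 3 SD, cut at about 49% in these data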;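 note: 0% = DMSO plus EC80 beta-PEA response and 100% = DMSO alone without agonist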
Target sequence (Q96RJ0 whole entry, looked up): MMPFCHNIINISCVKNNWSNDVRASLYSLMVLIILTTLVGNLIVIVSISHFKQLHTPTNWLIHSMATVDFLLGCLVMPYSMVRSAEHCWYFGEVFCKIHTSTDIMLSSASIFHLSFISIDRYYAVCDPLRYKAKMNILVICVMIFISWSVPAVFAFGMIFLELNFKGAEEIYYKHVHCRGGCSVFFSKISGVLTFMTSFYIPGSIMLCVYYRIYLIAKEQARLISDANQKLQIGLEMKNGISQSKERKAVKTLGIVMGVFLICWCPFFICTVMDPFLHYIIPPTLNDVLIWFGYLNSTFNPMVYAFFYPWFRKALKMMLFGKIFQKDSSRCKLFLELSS
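Assay system: CHO-derived RD-HGA16 cells stably expressing human TAAR1 plus Gα16. Timing: 140 s kinetic read after compound, 140 s after agonist. Technique: kinetic Fluo-8 calcium fluorescence measurement. Measure: % inhibition of agonist calcium response.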
V1aR counter = agonists of human V1a receptor, primary screen, counter-screen for OXTR agonist project, fluorescence, CHO-V1R cells; activation, % at 3 µM; 320,000 tested, 0.25% active; AID 2797, 2010; Vasopressin V1a receptor (Homo sapiens), P37288; Fluo-8 calcium fluorescence, agonist mode; 0% DMSO, 100% 3 nM vasopressin;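 active = activation above the mean activation of all tested compounds plus 3 SD, per screening run, cut at about 20% in these data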;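 note: signal is peak over basal fluorescence ratio across a 100 second FLIPR read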
Target sequence (P37288 whole entry, looked up): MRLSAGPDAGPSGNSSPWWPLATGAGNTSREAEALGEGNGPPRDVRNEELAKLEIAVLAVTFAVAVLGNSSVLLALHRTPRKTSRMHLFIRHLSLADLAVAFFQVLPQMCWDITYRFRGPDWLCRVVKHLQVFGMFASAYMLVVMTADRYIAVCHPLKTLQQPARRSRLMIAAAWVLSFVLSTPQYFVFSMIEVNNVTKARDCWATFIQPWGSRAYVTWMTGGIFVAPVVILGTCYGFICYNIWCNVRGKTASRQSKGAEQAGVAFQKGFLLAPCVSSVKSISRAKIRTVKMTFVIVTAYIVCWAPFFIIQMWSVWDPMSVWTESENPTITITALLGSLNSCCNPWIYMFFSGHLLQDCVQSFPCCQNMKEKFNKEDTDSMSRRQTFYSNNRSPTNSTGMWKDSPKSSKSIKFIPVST
TAAR1 ag = human TAAR1 agonists, primary screen, Fluo-8 calcium fluorescence, CHO RD-HGA16 cells. Trace amine-associated receptor 1 (Homo sapiens), Q96RJ0. vehicle wells 0%, saturating PEA agonist 100%. activation, % at 3 µM. 360,000 tested, 0.99% active. AID 624467, 2012;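 active = activation above the mean activation of all test compounds in the run plus 3 SD, cut at about 38% in these data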
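System: CHO-derived RD-HGA16 cells with stable Gα16 and human TAAR1 / Times: 17-24 h plating, Fluo-8 75 min 37 °C, 30 min RT / Technique: calcium-sensitive Fluo-8 signal, excitation 470-495, emission 515-575 nm / Measure: % activation relative to PEA EC100 response / Benchmarks: DMSO and PEA EC100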
CHRM1 antagonist = human M1 muscarinic receptor antagonists, primary screen, CHO-K1 cells, Fluo-8 calcium fluorescence, 1536-well | CHO-K1 hM1, ACh EC80 antagonist | Muscarinic acetylcholine receptor M1 (Homo sapiens), P11229 | 360,000 tested, 1.3% active | inhibition, % at 3 µM;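 active = percent inhibition above its own plate's cutoff, namely the mean of that plate's compound wells plus 3 SD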;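 note: peak over basal fluorescence ratio during 140 s after agonist addition; 0% = ACh EC80 plus DMSO and 100% = DMSO alone without agonist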
An asterisk follows results filed as active; . = not tested or not shown.

#	structure	M1 PAM	TAAR1 ag	M1 ag	OXTR potentiate	V1aR counter	TAAR1 antag	CHRM1 antagonist	CHO parental Ca	OXTR ag
1	Cc1sc(N)nc1-c1ccc(Oc2ccccc2)cc1	13	8	1	-8	-1.0	4	-12	5	-1.0
2	O=C(O)C/C(=C\c1cc(Br)cs1)c1nc2ccccc2o1	13	-3	-1	2	1.0	10	-19	-5	0.5
3	CC1(C(=O)Nc2ccc3c(c2)OCCO3)CCC(=O)N1CC(F)(F)F (configuration not stated)	11	3	-5	.	.	-12	-9	.	.
4	CCN1CCN(CCCNC(=O)CNC(=O)c2nn(-c3ccc(OC)cc3)c(=O)c3ccccc23)CC1	23	2	-9	0	0.8	-9	-26	-5	0.3
5	COc1cc(Br)ccc1NC(=O)c1ccccc1-c1ccccc1C(=O)O	2	4	-3	-2	-0.6	-16	-6	-9	-2.4
6	CC(=O)c1c(C)[nH]c(C(=O)OCc2cccc(C)c2)c1C	-15	4	0	-9	5.4	5	20	-19	7.0
7	N#Cc1c(-c2ccc(Cl)cc2)ccn2nc(C3CCCCC3)nc12	1	-1	-2	-4	0.1	7	-24	-3	-0.6
8	CSc1cccc(NC(=O)CN(C)S(=O)(=O)c2ccc(C)cc2)c1	-3	6	-2	-27	4.0	12	6	30	-0.3
9	COC(=O)c1ccc(C)c(NC(=O)C2CC(=O)N(C3CCCC(C)C3C)C2)c1 (configuration not stated)	0	1	-5	-4	1.1	10	7	6	-0.3
10	CC(=O)c1ccc(OC2(C)CCN(Cc3ccc(C)cc3)C2)cc1 (configuration not stated)	-12	3	-9	.	.	-4	3	.	.
11	O=C(COC(=O)C1CCCC1)Nc1ncc(Cl)cc1Cl	5	0	-4	-3	-0.3	-16	-6	-7	-1.1
12	CN1CCN(C(c2ccc(C(F)(F)F)cc2)c2ccc3cccnc3c2O)CC1 (configuration not stated)	.	102*	.	-8	0.9	10	.	-1	1.7
13	Cc1[nH]nc2c1C(c1cn[nH]c1-c1ccc(F)cc1)C(C#N)=C(N)O2 (configuration not stated)	13	8	1	-12	-0.1	3	-9	8	1.1
14	CCc1ccc(/C=C2\SC(=S)N(CCCC(=O)Nc3ccccc3C(=O)O)C2=O)cc1	11	-1	-1	-5	-0.5	-23	-7	0	-0.5
15	CCNC(=S)N1CCN(CC(=O)Nc2ccc(Br)cc2)CC1	3	4	-3	4	2.9	-9	-4	-12	3.4
16	NCCCn1c(C(=O)c2cc(Cl)c(N)c(Cl)c2)c2ccccc2[n+]1[O-]	5	12	0	0	0.6	-1	-9	-13	0.1
17	O=C(OCc1nnc(-c2ccccc2)o1)c1cn(-c2ccccc2)nc1-c1ccccc1	3	2	4	-4	1.0	22	-27	-22	-0.1
18	CCc1cccc(CC)c1NC(=S)Nc1ccc2cn[nH]c2c1	10	2	-2	-5	-0.1	-37	-17	-10	0.1
19	N#Cc1c(SCc2ccc(Cl)cc2)sc(C(=O)c2ccccc2)c1N	-7	13	-2	-5	0.3	16	8	-28	0.2
20	O=[N+]([O-])c1ccccc1N/N=C/c1ccc2c(c1)OCO2	8	1	-5	.	.	4	-9	.	.
21	CNC(=O)c1sc(-c2cccnc2)nc1C	4	4	-3	-11	1.1	5	0	11	0.7
22	O=C(O)c1ccccc1-c1cc2ccccc2[nH]1	5	7	-3	-9	0.3	3	-6	11	0.5
23	COc1cc(OC)c2c(-c3ccccc3)cc(=O)oc2c1C(CCN1CCCC1)c1ccc2c(c1)OCO2 (configuration not stated)	-4	20	-8	-6	3.2	-2	3	-12	6.4
24	O=C(N/N=C/C=C\c1ccccc1[N+](=O)[O-])c1cc(-c2ccccc2)nc2ccccc12	0	0	-2	-11	0.5	-1	4	-21	-0.7
25	CC1(C(=O)Nc2cnc3ccccc3c2)CCN1Cc1ccc(-c2ccccc2)o1 (configuration not stated)	-7	4	-4	.	.	8	3	.	.
26	Cc1nc2ccccc2n1CC(=O)c1ccccc1	4	2	0	-8	8.5	-1	-2	-6	5.3
27	Cc1occc1C(=O)Nc1ccccc1NC(=O)c1ccoc1C	12	12	2	-7	1.4	1	-1	-24	0.4
28	CC(=O)Nc1ccc(S(=O)(=O)Nc2nc3ccccc3s2)cc1	11	7	0	-7	0.4	-4	-15	-5	3.9
29	Cc1ccc(C(=O)NC2CCN(CC(=O)Nc3cccc([N+](=O)[O-])c3)CC2)cc1	-2	2	-3	-4	1.4	-16	-7	-17	-1.4
30	CC(=O)c1c2c3c(cccc3n(C)c1=O)C(=O)c1ccccc1-2	.	.	.	-13	1.3	.	.	-8	0.1
31	O=C(c1ccccc1)N(CCCn1ccnc1)C(c1ccccc1)c1nc2ccccc2[nH]1 (configuration not stated)	-2	3	3	.	.	-19	-28	.	.
32	COc1cc(/C=N\N=C2/SC(CC(=O)O)C(=O)N2c2ccc(O)cc2)ccc1O (configuration not stated)	-2	14	3	-1	0.4	2	3	-3	0.3
33	Cc1cc(=O)n2nc(-c3ccccc3)sc2n1	4	3	-4	-1	-0.6	-12	3	-4	-0.7
34	COCCN=c1scc(-c2ccc3c(c2)NC(=O)CO3)n1/N=C(\C)c1ccc(O)cc1	-2	2	-1	-20	1.1	-29	7	11	0.4
35	COc1ccc(C2/C=C\CN(C(=O)C3CCCC3)[C@H](Cc3ccccc3)C(=O)N2Cc2ccc(F)cc2)cc1 (some centres not stated)	-18	2	-9	-18	0.4	26	16	-17	-1.8
36	O=C(CCN1CCN(Cc2ccccc2)CC1)NNC(=O)Nc1cccc(C(F)(F)F)c1	4	1	-3	-4	-0.1	-20	-1	-9	-0.1
37	Cc1ccc(NC(=O)CSc2nnnn2C2CCCC2)cc1S(=O)(=O)N1CCOCC1	-4	3	-4	-8	3.4	7	8	-12	3.3
38	CC(C)(C)OC(=O)N[C@@H](Cc1ccccc1)C(=O)N1CCC(C(=O)N[C@@H](CCC(N)=O)C(=O)O)CC1	8	-2	-3	-3	0.1	-5	-14	-3	0.7
39	COc1ccc(S(=O)(=O)N2CCOCC2)cc1NC(=O)c1ccc(=O)[nH]c1	6	0	-3	.	.	0	-10	.	.
40	CN1CCN(c2nc3c(c(=O)n(C)c(=O)n3C)n2CCSc2nc3ccccc3s2)CC1	7	.	-3	-6	-0.2	.	-15	-18	0.2
41	O=C(CNCC1CCCO1)Nc1ccccc1N1CCCCCC1 (configuration not stated)	6	20	-6	-5	-1.4	-14	-6	-9	-2.6
42	CC(NC(=O)Nc1ccc(F)cc1)C(c1cccs1)N1CCCC1 (configuration not stated)	6	9	-4	-3	1.4	-14	-6	-8	-1.5
43	CC(C)c1ccc([N+](=O)[O-])cc1S(=O)(=O)N1CCN(C)CC1	-4	4	-3	-1	0.3	20	14	-7	0.0
44	CC[C@@]1(C(=O)OC)N[C@H](CN(C)C(=O)C2CCCCC2)[C@@H]2C(=O)N(Cc3ccccc3)C(=O)[C@@H]21	15	-1	-2	1	-0.2	0	-18	-12	-1.6
45	Cn1c(=O)[nH]c(=O)c2c1nc(N1CCN(CCO)CC1)n2Cc1ccccc1	7	1	-5	-6	-0.2	-5	-7	-11	-0.4

In another format: results already given.
Below each SMILES: M1 PAM | TAAR1 ag | M1 ag | OXTR potentiate | V1aR counter | TAAR1 antag | CHRM1 antagonist | CHO parental Ca | OXTR ag
(39) COc1ccc(S(=O)(=O)N2CCOCC2)cc1NC(=O)c1ccc(=O)[nH]c1
→ 6 | 0 | -3 | . | . | 0 | -10 | . | .
(42) CC(NC(=O)Nc1ccc(F)cc1)C(c1cccs1)N1CCCC1 (configuration not stated)
→ 6 | 9 | -4 | -3 | 1.4 | -14 | -6 | -8 | -1.5

Remaining list, next part:
#	structure	M1 PAM	TAAR1 ag	M1 ag	OXTR potentiate	V1aR counter	TAAR1 antag	CHRM1 antagonist	CHO parental Ca	OXTR ag
46	O=C(NCc1ccccc1)c1ccccc1	7	1	7	.	.	-17	-8	.	.
47	COc1ccc(C(=O)N[C@H](C(=O)OCc2cc(=O)oc3cc(C)ccc23)C(C)C)cc1	0	1	-7	-3	6.7	3	-6	-22	1.5
48	COc1ccc(CN2CC(C(=O)NCCCN3CCN(C)CC3)CC2=O)cc1 (configuration not stated)	18	2	-3	-11	0.0	-4	-17	15	0.1
49	CC1=C(C)C(C)=C(C#N)C(=C(C#N)C#N)N1	6	4	-3	-3	1.3	-8	-11	-2	0.5
50	Cc1nnsc1-c1onc(C)c1C(=O)Nc1cc(Cl)cc(Cl)c1	-10	6	1	-13	1.5	-13	22	9	1.5
51	Cc1nc2c(-c3ccc(F)cc3)c(C)nn2c(C)c1CCC(=O)N1CCOCC1	7	-1	-1	-4	0.0	-20	-10	-6	-0.2
52	CCCCn1c(N)c(N(CC(C)C)C(=O)c2ccc(-c3ccc(Cl)cc3)o2)c(=O)[nH]c1=O	7	2	-7	-6	-1.9	-13	-11	-9	-2.8
53	N#Cc1c(C#N)c(SSc2c(C#N)c(C#N)c(N)n2-c2ccccc2)n(-c2ccccc2)c1N	0	2	-3	.	.	-27	6	.	.
